# FLuc act counter – FLuc activators, initial screening, artefact control for FLuc-dependent activation tests, biochemical, ATPlite luminescence; Luciferin 4-monooxygenase (Photinus pyralis), P08659; ATPlite luciferase biochemical, 10 min; 0 = ATP-free wells, 1 = DMSO control; AID 1027, 2008; activation factor at 10 µM; 200,000 tested, under 10 active;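 active = luciferase activation factor, scaled between plate controls, of at least 2 with compound at 10 µM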
#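 Material: Luciferase/luciferin reagent mix; Doses: test compounds dosed from 2 mM stocks in 100% DMSO; Schedule: 10 min incubation after luciferase reagent addition, room temperature; Measured by: luminescence from luciferase reaction; Read-out: luminescence gain marking luciferase activators.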
# PMI act satM6P – human PMI activators, high substrate, primary screen, biochemical, fluorescence intensity, near-saturating mannose 6-phosphate. Mannose-6-phosphate isomerase (Homo sapiens), P34949. coupled PMI enzyme assay, resazurin fluorescence, 20 min; stronger effect = higher value; 1 = untreated enzyme, 0 = substrate-free blank. activation factor at 20 µM. 0.34% of 190,000 active. AID 1216, 2008;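 active = activation factor of 2 or more at 20 µM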
# Target sequence (P34949 whole entry, looked up): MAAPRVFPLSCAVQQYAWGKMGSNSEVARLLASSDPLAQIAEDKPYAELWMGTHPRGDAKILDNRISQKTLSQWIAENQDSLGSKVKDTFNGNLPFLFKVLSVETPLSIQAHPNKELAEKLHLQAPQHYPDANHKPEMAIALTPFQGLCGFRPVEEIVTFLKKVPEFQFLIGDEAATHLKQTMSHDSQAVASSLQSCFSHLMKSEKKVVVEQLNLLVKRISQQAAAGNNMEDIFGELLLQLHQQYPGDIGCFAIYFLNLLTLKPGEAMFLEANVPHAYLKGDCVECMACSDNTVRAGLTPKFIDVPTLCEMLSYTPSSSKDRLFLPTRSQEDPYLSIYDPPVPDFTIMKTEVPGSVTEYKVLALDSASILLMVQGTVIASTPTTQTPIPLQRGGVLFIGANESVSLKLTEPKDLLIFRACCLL
#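 Material: human phosphomannose isomerase with PGI, G6PDH, diaphorase coupling enzymes; amount: PMI at 15 ng/mL final; also added: Mannose-6-phosphate 1.0 mM (near-saturating) plus 0.22 mM NADP+; incubation: enzyme reaction with compound 20 min at room temperature; signal: resorufin fluorescence (Ex 544/Em 590 nm) from resazurin via diaphorase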
# G6PDH counter – L. mesenteroides G6PDH inhibitors, counter-screen for G6PDH-coupled screening assays, biochemical, Leuconostoc mesenteroides enzyme. glucose-6-phosphate dehydrogenase [Leuconostoc mesenteroides]. Purified L. mesenteroides G6PDH, diaphorase/resazurin coupled fluorescence, 45 min. inhibition, % at 5 µM. 0.12% of 200,000 active; in the data active = inhibition above about 50%
# HMGR II inh – inhibitors of E. faecalis class II HMGR, primary screen, biochemical, Enterococcus faecalis. HMG-CoA reductase (Enterococcus faecalis, mvaE). purified E. faecalis HMGR, NADPH absorbance 340 nm kinetic. inhibition, % at 10 µM. 0.41% of 190,000 active;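 active = inhibition above a set limit, the median over all tested compounds plus 3 SD, cut at about 9.5% in these data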;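 note: enzyme runs in reverse so mevalonate oxidation gives rising NADPH absorbance; 0% = complete reaction with DMSO and 100% = background rate lacking mevalonate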
# PMI act – activators of human PMI, primary screen, biochemical, fluorescence intensity, near-Km mannose 6-phosphate; Mannose-6-phosphate isomerase (Homo sapiens), P34949; purified human PMI, coupled resazurin fluorescence, 20 min; stronger effect = higher value; 1 = vehicle control, 0 substrate-free wells; activation factor at 20 µM; 0.005% of 190,000 active; AID 1214, 2008;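 active = activation factor of 2 or more at 20 µM, relative to plate controls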
# Diaphorase act – compounds boosting diaphorase resazurin reduction – biochemical, uHTS, resorufin fluorescence, counter-screen for diaphorase-coupled primary assays, primary screen. activation factor at 20 µM. 0.005% of 190,000 active. AID 1229, 2008. Diaphorase/resazurin coupled assay, 16 min; stronger effect = higher value; 1 = vehicle wells, 0 = NADH-free wells;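 active = diaphorase activity raised at least twofold by the compound at 20 µM; inactive = activation factor below 2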
#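 Test system: Clostridium kluyveri diaphorase, purified enzyme; input: enzyme 0.07 U/mL final; buffer or medium: 50 mM HEPES pH 7.4 with 4.542 mM MgCl2, 0.005% Tween 20; also added: 0.114 mM NADH and 0.1 mM resazurin, final amounts; schedule: 16 min enzyme reaction, ambient temperature; technique: fluorescence of resorufin, 544 nm excitation, 590 nm emission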
# TNAP inh hi DEA – human TNAP enzyme inhibitors, primary screen, biochemical, luminescent, high phosphate acceptor level, uHTS. Alkaline phosphatase, tissue-nonspecific isozyme (Homo sapiens), P05186. purified TNAP, CDP-star luminescence, 1 M DEA. inhibition, % at 20 µM. 0.03% of 200,000 active;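 active = over 50% inhibition of tissue-nonspecific alkaline phosphatase at 20 µM in the single-dose screen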;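 note: plate controls were DMSO wells for no effect and EDTA-quenched wells as full inhibition for full effect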
# Target sequence (P05186 whole entry, looked up): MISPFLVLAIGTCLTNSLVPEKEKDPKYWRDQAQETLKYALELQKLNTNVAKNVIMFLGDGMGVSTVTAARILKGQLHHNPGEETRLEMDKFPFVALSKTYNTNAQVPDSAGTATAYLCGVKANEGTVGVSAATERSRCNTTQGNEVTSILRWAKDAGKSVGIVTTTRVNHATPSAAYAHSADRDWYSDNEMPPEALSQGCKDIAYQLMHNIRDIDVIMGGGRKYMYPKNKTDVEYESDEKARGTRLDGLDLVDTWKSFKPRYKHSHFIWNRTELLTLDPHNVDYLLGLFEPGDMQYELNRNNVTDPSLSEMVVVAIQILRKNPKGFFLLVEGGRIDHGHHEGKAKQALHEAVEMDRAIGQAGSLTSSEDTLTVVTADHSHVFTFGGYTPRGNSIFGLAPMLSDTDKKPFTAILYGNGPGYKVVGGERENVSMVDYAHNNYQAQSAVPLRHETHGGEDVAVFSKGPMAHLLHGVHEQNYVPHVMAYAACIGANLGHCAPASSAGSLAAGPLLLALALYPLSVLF
# TNAP act hiacc – TNAP activators at high phosphate acceptor level, primary screen, biochemical, luminescence, uHTS | activation factor at 20 µM | Alkaline phosphatase, tissue-nonspecific isozyme (Homo sapiens), P05186 | purified TNAP, CDP-star luminescence, 1 M DEA, 30 min; stronger effect = higher value; 0 = EDTA background, 1 = DMSO-only activity | 200,000 tested, under 10 active;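 active = activation factor at least 2 at 20 µM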
#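 Test system – human TNAP · Doses – 20 µM single point · Incubation – 30 min, room temperature · Signal – luminescent substrate turnover signal · Read-out basis – activation factor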
# Diaph inh CS – diaphorase inhibitors and chemical oxidizers, primary screen, counter-screen for diaphorase-coupled primary assays, biochemical, uHTS, resorufin fluorescence | inhibition, % at 20 µM | diaphorase resazurin-to-resorufin fluorescence, NADH, 16 min; bacterial (C. kluyveri) enzyme, not human | 0.69% of 190,000 active;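 active = primary screen inhibition at 20 µM above a set limit, cut at about 50% in these data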;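 note: plate controls were DMSO with full reaction for no effect and wells lacking NADH for full effect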
#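 Test system: Clostridium kluyveri diaphorase enzyme / Quantity: diaphorase at 0.14 U/mL in enzyme working solution / Incubation: 16-min room-temperature incubation before reading / Benchmarks: NADH-free wells as positive control, DMSO-only neutral wells / Signal: resorufin fluorescence 544/590 nm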
# TNAP inh noacc – human TNAP enzyme inhibitors, primary screen, biochemical, luminescent, no phosphate acceptor, uHTS | Alkaline phosphatase, tissue-nonspecific isozyme (Homo sapiens), P05186 | AID 1012, 2008 | purified TNAP, CDP-star luminescence, 30 min | 0.26% of 200,000 active | inhibition, % at 20 µM;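 active = tissue-nonspecific alkaline phosphatase inhibition above about 50% at 20 µM in the single-dose screen, limit read from the data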;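 note: 0% = DMSO negative control and 100% = EDTA positive control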
# An asterisk follows results filed as active.
SMILES,FLuc act counter,PMI act satM6P,G6PDH counter,HMGR II inh,PMI act,Diaphorase act,TNAP inh hi DEA,TNAP act hiacc,Diaph inh CS,TNAP inh noacc
O=C(CCC(=O)Nc1ccccc1Cl)NNC(=O)c1ccco1,1.1,1.1,-10.2,0.1,0.9,1,-3.5,1,2.9,-47.3
O=C(COc1ncnc2ccc(Br)cc12)NCc1ccc2c(c1)OCO2,1.1,1,-2.1,-2.5,0.9,0.9,-4.3,1,12.1,-11.6
O=c1c(-c2ccco2)[n+]([O-])c2ccccc2n1OCc1ccccc1,1,1.2,4.5,-3.3,1.1,1,-0.7,1,3.6,-5.0
O=C(CN(c1ccccc1F)S(=O)(=O)c1ccccc1)N1CCCCCC1,1,1,0.5,-4.4,0.9,1,-1.9,1,4.5,-7.0
CC1CC(=O)C=C(O)C1C(=O)OC(C)(C)C (stereo unspecified),1.2,1,10.6,1.9,0.9,0.8,-1.1,1,15.6,-2.5
N[C@@H](Cc1ccc(O)cc1)c1nnc([C@H](CCC(=O)O)NC(=O)C2CCNCC2)o1,1.1,1.1,7.2,-1.8,1.1,0.8,-7.2,1.1,17.5,-2.4
Cc1cccc(OCC(=O)NC(Cc2ccccc2)C(=O)O)c1 (stereo unspecified),1.1,1,-5.1,-3.1,1.1,0.9,-1.6,1,9.6,-12.4
COc1cc2c(C)nc(C)c(C#N)c2cc1OC,1.1,0.9,-16.1,-3.3,0.9,0.9,-5.1,1.1,14.4,-12.5
COc1ccc(CSC(=N)N)cc1[N+](=O)[O-],1,0.9,4.6,3.2,0.9,0.9,6.7,0.9,5.7,27.9
CN(C)c1ccc(/C=N/N=C2/NC(=O)/C(=C/c3ccc([N+](=O)[O-])cc3)S2)cc1,0.1,0.9,1.5,-5.9,0.9,1.1,29.2,0.7,-10.4,15.8
COc1ccc(/C=c2\sc3nc(-c4ccccc4OC)nn3c2=O)c(OC)c1,1,0.9,-68.6,0.7,0.9,1.1,-1.1,1,-8.0,1.3
CC(=O)Nc1ccc(S(=O)(=O)NCC(=O)OCC(=O)N2CCc3ccccc32)cc1,1,1,-0.1,2.8,1,0.9,-3.8,1,6.0,-9.0
COc1cnc(-c2ccccn2)nc1Sc1cccc(Cl)c1,1.1,1,15.1,-6.5,0.9,1,-3.6,1,4.3,-3.3
NNC(=O)c1sc(-c2ccc(Cl)cc2)cc1N,1,1.1,4.3,-1.6,1,0.8,-3.9,1,23.6,-14.8
O=C(CC1Oc2ccccc2NC1=O)NCCCN1CCOCC1 (stereo unspecified),1.1,0.9,-9.5,0.7,0.8,0.8,-2.9,1,22.6,-19.8
CNC(=O)CCn1nc(-c2ccccc2)c2ccccc2c1=O,1.1,0.9,1.4,-3.3,1,0.8,-1.2,1,16.5,-8.1
Cc1c(Cl)cccc1NC(=O)CCC(=O)N/N=C/c1ccc[nH]1,1,1.1,-6.0,-2.7,1.3,1,4.1,1,4.7,13.4
COC(=O)CSc1nc2c(c(=O)n(C)c(=O)n2C)n1CCCc1ccccc1,1,1,-2.6,1.1,1.1,1,-6.3,1.1,2.9,-14.9
CCC(C)C(=O)N1CCCC(c2nc(-c3cccs3)no2)C1 (stereo unspecified),0.9,1,4.9,-12.2,1,0.9,-6.8,1.1,11.5,-6.9
Cc1cc(C)cc(NC(=O)CN(Cc2ccccc2)S(C)(=O)=O)c1,1,1,-1.5,-2.2,1,0.9,2.1,1,8.4,-3.3
Cc1nc(Nc2ccc(S(N)(=O)=O)cc2)sc1C(=O)Nc1ccccc1,1,0.9,6.7,0.7,0.8,0.8,6.8,0.9,15.5,-4.7
Clc1cccc(/C(Cc2nc3ccccc3[nH]2)=N\Nc2ccccc2)c1,1,2.5*,-18.0,-3.9,1.7,1,3.1,1,4.7,-16.9
CC12CC3(C)CC(C)(C1)CC(C(=O)NC(=S)NC(C)(C)C)(C2)C3,0.9,0.9,14.1,0.4,0.9,0.9,-9.1,1.1,14.4,-1.7
COCCNc1nnnc2c1sc1nc(N3CCOCC3)c3c(c12)CC(C)(C)OC3,1,1,0.3,-1.4,1.1,0.9,5.7,0.9,9.4,22.2
COc1cccc(/C=C/C(=O)NCc2cn3cc(Cl)ccc3n2)c1OC,1,1,4.2,2.8,1.1,1,-3.7,1,2.7,-2.2

# Compounds listed so far containing an aryl methoxy group (5):
SMILES,FLuc act counter,PMI act satM6P,G6PDH counter,HMGR II inh,PMI act,Diaphorase act,TNAP inh hi DEA,TNAP act hiacc,Diaph inh CS,TNAP inh noacc
COc1cc2c(C)nc(C)c(C#N)c2cc1OC,1.1,0.9,-16.1,-3.3,0.9,0.9,-5.1,1.1,14.4,-12.5
COc1ccc(CSC(=N)N)cc1[N+](=O)[O-],1,0.9,4.6,3.2,0.9,0.9,6.7,0.9,5.7,27.9
COc1ccc(/C=c2\sc3nc(-c4ccccc4OC)nn3c2=O)c(OC)c1,1,0.9,-68.6,0.7,0.9,1.1,-1.1,1,-8.0,1.3
COc1cnc(-c2ccccn2)nc1Sc1cccc(Cl)c1,1.1,1,15.1,-6.5,0.9,1,-3.6,1,4.3,-3.3
COc1cccc(/C=C/C(=O)NCc2cn3cc(Cl)ccc3n2)c1OC,1,1,4.2,2.8,1.1,1,-3.7,1,2.7,-2.2

# Additional results follow:
SMILES,FLuc act counter,PMI act satM6P,G6PDH counter,HMGR II inh,PMI act,Diaphorase act,TNAP inh hi DEA,TNAP act hiacc,Diaph inh CS,TNAP inh noacc
OCCN=Cc1c(O)[nH]c2ccccc12,1.1,1,1.1,-1.1,1.1,1,-5.3,1.1,1.8,-6.6
COc1ccc(C)cc1NC(=O)C(Sc1nnc(Nc2cc(C)ccc2OC)s1)c1ccccc1 (stereo unspecified),1.1,0.9,5.0,1.5,0.9,0.8,-4.8,1,17.0,-18.0
CCn1c(SCC(=O)NCc2ccccc2)nnc1-c1ccccc1O,1,1,2.4,-5.1,0.9,0.9,0.0,1,12.9,-7.9
Cc1ccc(OC(=O)c2cccc(S(=O)(=O)N3CCCC3)c2)c(-n2nc3ccccc3n2)c1,1,0.9,-10.8,-6.1,0.9,0.9,-0.1,1,9.9,2.4
COCCN1C(=O)C(=O)/C(=C(/O)c2cccc(S(=O)(=O)N(C)C)c2)C12C(=O)N(C)c1ccccc12 (stereo unspecified),1.1,1.2,-2.8,-0.1,1.1,0.9,-3.6,1,7.6,-1.5
CCOc1ccc(CCNC(=O)C2CCCN(c3nnc(-n4cccc4)s3)C2)cc1OCC (stereo unspecified),1,0.9,8.7,4.4,0.9,0.9,-1.5,1,10.8,-9.8
CCn1c(SCC(=O)Nc2cccc(F)c2)nc2c(c1=O)SC(C)C2 (stereo unspecified),1,1,5.3,-1.3,0.9,0.8,2.3,1,18.8,-5.0
CC(C)C(C(=O)O)N1C(=O)/C(=C/C=C/c2ccco2)SC1=S (stereo unspecified),1,1.1,11.7,11.2*,1.1,0.5,9.4,0.9,48.5,26.7
COc1ccc(-n2nc(C(=O)Nc3nc4ccc(OC)cc4s3)c3ccccc3c2=O)cc1,1,0.9,-14.7,5.6,0.9,0.8,-2.2,1,15.8,-4.0
CC(=O)Nc1cccc(C(=O)O)n1,1.1,1,10.6,-3.4,0.9,0.8,-1.6,1,17.0,-4.5
N#Cc1c(-c2ccccc2)c(C#N)c2nc3ccccc3n2c1N,1.1,1.1,5.3,-2.1,1.1,1,1.8,1,4.6,-28.1
CCOC(=O)Cn1nc(C)c(NC(=O)COc2ccc([N+](=O)[O-])cc2)c1C,1.1,1.1,9.3,-3.5,1.1,1,0.9,1,3.0,12.3
CCC(C)(C)n1nnnc1C(c1cc2ccc(OC)cc2[nH]c1=O)N1CCN(C2CCCCC2)CC1 (stereo unspecified),1.1,0.9,3.9,-6.3,1,0.8,-4.4,1,23.6,-10.8
CCc1cccc(NC(=S)Nc2ccc(CN3CCOCC3)cc2)c1,1,1,0.8,-0.9,1,1,-0.1,1,4.3,-8.6
COc1ccc2c(CC(=O)Nc3cccc(S(=O)(=O)N4CCOCC4)c3)coc2c1,1,1,-8.5,-5.1,0.9,0.9,4.5,1,9.0,-8.8
O=C(Sc1nnnn1C1CCCCC1)c1cccs1,1,2.2*,20.0,0.2,1.6,1,-8.6,1.1,1.0,-9.4
CN(C)c1cccc(NC(=O)Cc2ccc(F)cc2)c1,1,0.7,4.5,2.3,1,0.8,0.5,1,16.0,-12.3
Cc1ccc(C(=O)Nc2ccc(S(=O)(=O)N3CCN(C)CC3)cc2)cc1,1,1.1,2.6,-5.4,1.1,1,-3.5,1,-0.9,1.4
CON/C=C(\C=Nc1ccc(Cl)cc1Cl)c1ncc(C(F)(F)F)cc1Cl,1.1,1,-13.3,-6.7,1,1,-3.3,1,-1.3,0.0
